Compound activity deposited in PubChem BioAssay by National Center for Advancing Translational Sciences (NCATS).
BLM helicase inh – qHTS Assay for Inhibitors of Bloom's syndrome helicase (BLM). RecQ-like DNA helicase BLM (Homo sapiens), P54132. recombinant BLM DNA unwinding, fluorescence dequenching. Potency, µM (top dose mostly 56.1 µM), for inactives: at the top dose activity change, negative = inhibition, actives largely listed as inhibitors. actives 0.2% (n = 350,000). AID 2528, 2010;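 note: plate controls were vehicle for no effect and no enzyme for full effect; nearly all actives have a fitted effect of over 35% in size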
Pol beta inh – qHTS Assay for Inhibitors of DNA Polymerase Beta; P06746; Pol beta primer extension/strand displacement, fluorescence kinetic; Potency, µM (highest dose often 114 µM), for inactives: at the highest dose activity change, negative = inhibition, actives largely listed as inhibitors; actives 1.3% (n = 340,000); AID 485314, 2010; note: % is set by controls: 0 for no effect and ±100 for the full control effect
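Pol beta (10 nM) was preincubated with compound for 15 min at room temperature. The reaction was then started with 50 nM substrate and read immediately and after a further 10 min at room temperature.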
JMJD2A Tudor inh – qHTS Assay for Inhibitors of JMJD2A-Tudor Domain. actives 4.4% (n = 390,000). AlphaScreen JMJD2A-Tudor / H3K4me3 peptide binding. Lysine-specific demethylase 4A (Homo sapiens), O75164. Potency, µM (top dose mostly 114 µM), for the others: at the top dose activity change, negative = inhibition, usual class: inhibitors; note: % is set by controls: 0 for no effect and ±100 for the full control effect; nearly all actives have a fitted effect of over 50% in size
APE1 inh – qHTS Assay for Inhibitors of the Human Apurinic/apyrimidinic Endonuclease 1 (APE1) | actives 0.35% (n = 350,000) | Potency, µM (series often up to 65.8 µM), for inactives: top-dose activity change, negative = inhibition, actives largely listed as inhibitors | DNA repair nuclease/redox regulator APEX1 (Homo sapiens), P27695 | AID 2517, 2012 | recombinant APE1, TAMRA/BHQ-2 abasic DNA cleavage fluorescence;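 note: plate controls were vehicle for no effect and reference inhibitor for full effect; nearly all actives have a fitted effect of over 55% in size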
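Readout is kinetic fluorescence (ex 525, em 598 nm) from cleavage of 50 nM TAMRA/BHQ-2 THF abasic duplex by 0.75 nM APE1, compound added 15 min beforehand at RT.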
Pol iota inh – qHTS for Inhibitors of Polymerase Iota; DNA polymerase iota (Homo sapiens), Q9UNA4; Pol iota fluorescent replication assay, 10 min; Potency, µM (highest dose often 115 µM), for the others: at the highest dose activity, negative = inhibition, hits mostly inhibitors; actives 1% (n = 390,000); AID 588590, 2011
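Pol iota at 10 nM preincubated 15 min with compounds at room temperature; reaction started with fluorescent substrate, 50 nM final. Fluorescence read kinetically at 0 and 10 min; buffer-only wells as negative control.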
Pol kappa inh – qHTS for Inhibitors of Polymerase Kappa; AID 588579, 2011; DNA polymerase kappa (Homo sapiens), Q9UBT6; actives 0.53% (n = 400,000); purified Pol kappa, fluorescent DNA synthesis assay, 10 min; Potency, µM (doses to about 107 µM), for inactives: top-dose activity, negative = inhibition, usual class: inhibitors; note: % is set by controls: 0 for no effect and ±100 for the full control effect
Target sequence (Q9UBT6 whole entry, looked up): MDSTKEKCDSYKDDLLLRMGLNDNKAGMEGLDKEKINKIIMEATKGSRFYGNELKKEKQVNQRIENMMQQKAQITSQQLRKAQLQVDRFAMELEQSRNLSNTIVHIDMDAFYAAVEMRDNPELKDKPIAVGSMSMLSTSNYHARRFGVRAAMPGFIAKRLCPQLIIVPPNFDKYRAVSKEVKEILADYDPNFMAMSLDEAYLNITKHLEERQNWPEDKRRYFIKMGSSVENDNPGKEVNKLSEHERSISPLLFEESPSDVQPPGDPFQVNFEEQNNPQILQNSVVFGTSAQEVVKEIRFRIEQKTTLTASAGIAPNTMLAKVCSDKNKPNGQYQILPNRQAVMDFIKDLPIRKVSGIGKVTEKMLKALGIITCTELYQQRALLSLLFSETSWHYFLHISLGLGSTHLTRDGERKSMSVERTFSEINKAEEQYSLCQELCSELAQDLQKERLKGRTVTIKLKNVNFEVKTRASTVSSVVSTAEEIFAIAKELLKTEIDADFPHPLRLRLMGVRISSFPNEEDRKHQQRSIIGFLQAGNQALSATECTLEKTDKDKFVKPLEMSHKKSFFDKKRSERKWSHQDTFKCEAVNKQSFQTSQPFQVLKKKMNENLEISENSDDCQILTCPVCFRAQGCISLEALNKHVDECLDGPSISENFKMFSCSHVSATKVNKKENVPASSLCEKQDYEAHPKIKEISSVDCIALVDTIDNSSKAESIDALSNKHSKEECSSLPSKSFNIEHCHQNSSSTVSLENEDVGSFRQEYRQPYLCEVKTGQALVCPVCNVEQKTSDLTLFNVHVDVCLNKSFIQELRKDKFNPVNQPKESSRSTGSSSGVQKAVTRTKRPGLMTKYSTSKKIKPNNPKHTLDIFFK
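Pol kappa 10 nM + cpd, 15 min RT; start w/ substrate 50 nM final; fluorescence kinetic read, 0 and 10 min. Neg ctrl: buffer, no enzyme.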
BAZ2B inh – qHTS Assay for Inhibitors of BAZ2B; Bromodomain adjacent to zinc finger domain protein 2B (Homo sapiens), Q9UIF8; AlphaScreen BAZ2B-H3K14Ac peptide displacement; Potency, µM (titrated, usually from 114 µM), without a hit: at the top dose activity change, negative = inhibition, most hits filed as inhibitors; actives 4.4% (n = 360,000); AID 504333, 2011; note: % is set by controls: 0 for no effect and ±100 for the full control effect; nearly all actives have a fitted effect of over 60% in size
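Compounds, titrated to a top concentration of 110 uM, were incubated 30 min at room temperature with preformed BAZ2B/acetyl-K14 H3 peptide complex (50 nM each). Proximity signal was measured by AlphaScreen after 20 min with beads.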
Pol eta inh – qHTS for Inhibitors of Polymerase Eta; DNA polymerase eta (Homo sapiens), Q9Y253; recombinant Pol eta, fluorescent DNA replication assay; Potency, µM (doses to about 114 µM), inactives show top-dose activity change, negative = inhibition, usual class: inhibitors; actives 1.2% (n = 390,000); AID 588591, 2011; note: % is set by controls: 0 for no effect and ±100 for the full control effect
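Fluorescent replication assay: 50 nM final substrate added after a 15 min room-temperature compound preincubation with 10 nM enzyme. Signal taken at 0 min and again at 10 min.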
G9a block – qHTS Assay for Inhibitors of Histone Lysine Methyltransferase G9a; Histone-lysine N-methyltransferase EHMT2 (Homo sapiens), Q96KQ7; Potency, µM (series often up to 102 µM), inactives show top-dose activity, negative = inhibition, usual class: inhibitors; actives 8.8% (n = 350,000); AID 504332, 2011; G9a H3K9 monomethylation, AlphaScreen, 2 h; note: % is set by controls: 0 for no effect and ±100 for the full control effect; nearly all actives have a fitted effect of over 75% in size
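Quantitative HTS format: methyltransferase activity on a biotin-tagged H3K9 peptide is measured by AlphaScreen, using a rabbit anti-monomethyl-H3K9 antibody with streptavidin donor and anti-IgG acceptor beads. Final levels are 20 nM enzyme, 500 nM peptide, 20 uM SAM; 2 h RT.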
* marks the source's active call; other numbers are inactive results; ? = inconclusive; / = not tested or not shown; & = joins results of further samples; [ ] = remark or other dose. Calls come from the whole dose curve; as a rule, active = well fitted curve in the direction sought with a large enough effect; inconclusive = small, poorly fitted or top-dose-only effect, or another doubt; inactive = no such curve, though single readings can be large; an effect the other way counts as inactive or inconclusive. Potency is the fitted concentration of half-maximal effect.

SMILES	BLM helicase inh	Pol beta inh	JMJD2A Tudor inh	APE1 inh	Pol iota inh	Pol kappa inh	BAZ2B inh	Pol eta inh	G9a block
O=C(CN(c1cccc(C(F)(F)F)c1)S(=O)(=O)c1ccc(Cl)c([N+](=O)[O-])c1)NCc1ccc(F)cc1	-11%	?	-24%	-7%	-6%	-14%	-21%	-22%	-4%[59 µM]
Cc1nn(CCC#N)c(NC(=O)c2ccc(Cl)cc2)c1P(=O)(Nc1ccc([N+](=O)[O-])cc1)N1CCOCC1 (stereo not given)	0%	29%	-17%	-3%	8%	-19%	-3%	3%	10%[12.7 µM]
C[C@@]12C(=O)Nc3ccccc3C(=O)N1[C@H]1c3cc(Cl)ccc3OC[C@@H]1[C@@H]2c1ccccc1	/	/	-27%	-15%	-16%	10%	/	-9%	/
Cc1cc2ncn(C(=O)c3c(-c4ccccc4Cl)noc3C)c2cc1C	-1%	13%	-26%	-1%	?	-3%	-8%	0%	-13%[59 µM]
COc1ccc(OC)c(NC(=O)CSc2cn(CC(=O)N3CCOCC3)c3ccccc23)c1	4%	32%	-5%	/	17%	3%	-17%	-12%	5%[59 µM]
COc1ccc(C(=O)CC(=O)c2ccc(C)cc2)c(O)c1	-4%	6%	-3%	-7%	-13%	-3%	3%	-7%	28%
CCOC(=O)[C@H]1[C@H]2COc3ccccc3[C@@H]2N2C(=O)c3cc(C)ccc3NC(=O)[C@@]12C	/	/	-19%	24%	10%	-4%	-5%	-11%	15%[2.33 µM]
NC(=O)CC(NC(=O)c1ccc(Br)cc1)c1ccc(NCCc2ccc(F)cc2)c([N+](=O)[O-])c1 (stereo not given)	-1%	18%	-13%	2%	35%[activator]	-1%	-4%	-5%	1%[12.7 µM]
O=C1NC(=O)C(CC(=O)N(Cc2ccco2)C2(C(=O)NC3CCCCC3)CCCCC2)N1 (stereo not given)	-3%	-1%	-4%	-2%	4%	-10%	12%	9%	?
Cc1nc(NC(=O)CN2CC(C)OC(C)C2)sc1C(=O)N(C)C (stereo not given)	1%	2%	-16%	23%	-15%	2%	-4%	-1%	?
Cc1ccccc1-c1nc(CN2CCCC(C(=O)NCCCN3CCOCC3)C2)c(C)o1 (stereo not given)	-1%	26%	-28%	-11%	17%	-11%	-27%	-11%	60%[activator][59 µM]
Cc1cc(C)cc(-n2c(C)cc(C(=O)C(=O)Nc3nnc(C)s3)c2C)c1	-2%	-18%	-25%	/	-5%	-20%	-8%	-5%	-10%[59 µM]
CC(C)N(C(=O)[C@H]1C[C@H](CC(=O)NC(C)(C)C)C(=O)N2CCc3c([nH]c4cc(CCC(=O)N(C)C)ccc34)[C@]12C)C(C)C	/	/	-7%	-21%	12%	-1%	/	-18%	/
CN(C)CC(C)(C)CNC(=O)C1CCN(Cc2ccccc2O)CC1	3%	8%	6.3µM*	-5%	5%	-4%	56µM*	-4%	10µM*
Cc1nnc(SCC(=O)N2CCCCC2)n1CC1CCCO1 (stereo not given)	1%	1%	1%	8%	-2%	9%	2%	-8%	12%[59 µM]
Cc1c(NC(=O)/C=C/c2cn(-c3ccccc3)nc2-c2ccccc2)c(=O)n(-c2ccccc2)n1C	-7%	7%	-20%	-1%	6%	-8%	-29%	-5%	-3%
CC(C)C(=O)NNc1ccc(C(F)(F)F)cn1	-3%	46%	-6%	8%	-6%	-3%	7%	-11%	/
CCOC(=O)C1=C(c2ccc(OC)cc2)OC(N)=C(C#N)C1c1cccnc1 (stereo not given)	-8%	22%	-11%	15%	70%[activator]	10%	-4%	-11%	/
Cc1cc(Cl)c2oc(C(=O)N(C)Cc3cc(C)[nH]n3)c(C)c2c1	-2%	?	-21%	49%[activator]	13%	-4%	-39%	-19%	16%
CC1CN(C(=O)CSc2nnc(CNC(=O)c3ccc(S(=O)(=O)N(C)C)cc3)o2)CC(C)O1 (stereo not given)	-2%	39%	-7%	6%	15%	-4%	5%	-1%	/
O=C(COC(=O)c1ccccn1)c1ccc([N+](=O)[O-])cc1	0%	-17%	25µM*	-4%	13%	-3%	11µM*	-13%	11µM*
Cc1ccc(/C=C/C(=O)N2CCN(Cc3ccccc3)CC2)o1	-1%	1%	-24%	-10%	14%	-11%	?	-21%	4µM*
O=C(CNc1cccc([N+](=O)[O-])c1)N/N=C/c1ccc([N+](=O)[O-])o1	-7%	-25%	-15%	3%	11%	-10%	-11%	-6%	14%[59 µM]
O=C(c1cccc(Cl)c1)N1CCN(C(=O)c2ccco2)CC1	-2%	7%	-1%	1%	-9%	5%	-15%	-13%	-51%[12.7 µM]
O/N=C(\c1ccccc1)C(O)c1ccccc1 (stereo not given)	-5%	27%	-12%	21%	17%	0%	-9%	6%	-3%
New compounds follow:
SMILES	BLM helicase inh	Pol beta inh	JMJD2A Tudor inh	APE1 inh	Pol iota inh	Pol kappa inh	BAZ2B inh	Pol eta inh	G9a block
NC(=O)CCC(NS(=O)(=O)c1ccc(Cl)cc1)C(=O)NCc1ccccc1 (stereo not given)	5%	-12%	/	2%	/	/	-4%	/	18%[59 µM]
CCOCc1[nH]c(=S)[nH]c(=O)c1Cc1ccc(OCC(C)C)cc1	-5%	-2%	50µM*	-2%	17%	-3%	-1%	-6%	-41%
O=C(Cn1ncn2c(cc3ccccc32)c1=O)NCCCc1ccccc1	-5%	-25%	-8%	95%[activator]	6%	12%	4%	-1%	39%
COCCn1c(=O)c2cc3c(=O)n(CCOC)c(=O)c3cc2c1=O	-1%	10%	-4%	-3%	22%	-7%	0%	-8%	2%[59 µM]
Cc1ccccc1NC(=O)c1cc(=O)c2ccccc2o1	-3%	24%	-9%	7%	12%	3%	12%	-13%	-7%[59 µM]
O=C(O)Cc1c[nH]c2ccccc12	/	/	-30%	/	6%	-8%	/	-11%	/
Cc1ccsc1/C=N/Nc1cccc(C(=O)O)c1	-2%	-2%	-26%	1%	5%	0%	-15%	-15%	45µM*
CCOc1ccccc1CNCCNC(=O)c1nonc1N	6%&3%	-4%&6%	1%&-4%	5%	35%&5%[activator]	4%&-22%	-1%&3%	?	-1%&-24%[59 µM]
COc1cc(NC(=O)C2=C(N3CCOCC3)/C(=C\c3ccc(N(C)C)cc3)CCC2)cc(OC)c1OC	-11%	6%	28µM*	3%	7%	-11%	40µM*	-8%	?
O=C(Nc1cccnc1)c1cnn2c(C(F)F)cc(C3CC3)nc12	4%	16%	-20%	0%	11%	2%	-1%	-2%	-1%[59 µM]
COc1ccc(CC(=O)n2nc(-c3cccnc3)nc2N)cc1	-1%	?	-22%	-4%	19%	-4%	4%	-1%	?
S=C(NCc1ccco1)NCC1CCCO1 (stereo not given)	-10%	31%	-12%	15%	52%[activator]	7%	-16%	-16%	-7%[59 µM]
CCC(C)c1ccc(OCC(=O)Nc2cccc3ccc(C)nc23)cc1 (stereo not given)	-5%	0%	39%[activator]	/	-24%	-4%	66%[activator]	-5%	78%[activator][59 µM]
Cc1onc(-c2ccccc2Cl)c1C(=O)N1CCN(Cc2ccc3c(c2)OCO3)CC1	-10%	14%	-10%	-1%	-2%	2%	-16%	-7%	29%[12.7 µM]
Cc1ccc(CNC(=O)C2CCCN(S(=O)(=O)c3c(C)noc3/C=C/N(C)C)C2)cc1 (stereo not given)	-4%	0%	-24%	1%	-21%	-9%	-30%	-1%	/
COc1ccc(-c2noc(CSc3nc4ccccc4[nH]3)n2)cc1OC	-1%	-1%	-19%	/	21%	-4%	-22%	-15%	2%[59 µM]
O=C1c2ccccc2C(=O)N1Cc1cnc(N2CCN(c3ccccc3)CC2)s1	-12%	1%	?	-1%	-4%	-16%	?	-6%	?
O=C(NCCn1cc(SCc2ccccc2)c2ccccc21)c1c(F)cccc1F	-11%	-1%	-13%	9%	-20%	-1%	-11%	-11%	-15%
CCOc1cc(Cl)c(S(=O)(=O)n2cc(C)nc2CC)cc1Cl	-6%	12%	-2%	/	-1%	0%	-21%	-10%	-5%[59 µM]
CC1=N/C(=C\c2ccc([N+](=O)[O-])cc2)C(=O)N1c1ccc(F)cc1F	-7%	65%	-23%	-2%	?	-12%	?	3%	?
COCCSc1ccccc1C(=O)Nc1ccc(Cl)cc1	-3%	0%	?	-8%	10µM*	-1%	?	-7%	7.1µM*
Cc1c(/C=C(\C#N)C(=O)Nc2cccc(Cl)c2)c2ccccc2n1Cc1ccccc1	-7%	?	-17%	/	19%	-4%	-4%	-29%	-17%[59 µM]
Cn1c(NCCO)nc2c1c(=O)n(Cc1cccc(F)c1)c(=O)n2C	-4%	10%	-2%	/	-11%	-7%	-1%	-26%	-1%[59 µM]
CC(O)C(NS(=O)(=O)c1ccc2ccccc2c1)C(=O)OCC(=O)Nc1ccccc1OC(F)F (stereo not given)	/	/	-3%	/	14%	-8%	/	-15%	/
COc1ccc(/C(O)=C2/C(=O)C(=O)N(CCN3CCOCC3)C2c2ccc(C)cc2)cc1 (stereo not given)	-1%	2%	-22%	-1%	3%	-6%	-20%[57.1 µM]	-1%	45µM*
Cc1ccc(C)c(S(=O)(=O)NCc2ccc(C(=O)N3CC(C)OC(C)C3)cc2)c1 (stereo not given)	-9%	48%	?	11%	11%	2%	3%	-10%	5%[59 µM]
CCOc1cc(C)nc(NCCc2ccc(OC)c(OC)c2)n1	0%	15%	-24%	-5%	30%[activator]	-2%	-5%	-11%	5%[12.7 µM]
O=C(CSc1nc(O)cc(=O)n1-c1ccccc1)NC1CCCCC1	-12%	-27%	-27%	-1%	-6%	-10%	11%	-12%	-30%

Not all compounds are listed; rates above refer to the full screens.
